Compound activity as filed in PubChem.
BAZ2B block: inhibitors of human BAZ2B bromodomain | Potency, µM (top dose mostly 114 µM), for inactives: top-dose activity change, negative = inhibition, usual class: inhibitors | Q9UIF8 | AID 504333 | AlphaScreen BAZ2B-H3K14Ac peptide displacement | hit rate 4.4% among 360,000; note: potency is the fitted concentration of half-maximal effect; % is set by controls: 0 for no effect and ±100 for the full control effect; nearly all actives have a fitted effect of over 60% in size
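AlphaScreen displacement of biotin-H3(5-23)K14Ac peptide (50 nM final) from BAZ2B (50 nM final) in PBS pH 7.4, 0.01% Tween-20; complex preformed 30 min RT, then compounds (top 110 uM) 30 min RT, beads 20 min dark.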
RGS4 inhibitor: blocks human RGS4-accelerated GTP hydrolysis; P49798; Transcreener GDP fluorescence polarization, RGS4-accelerated GTP hydrolysis; Potency, µM (highest dose often 114 µM), inactives show top-dose activity change, negative = inhibition, actives largely listed as inhibitors; hit rate 0.039% among 390,000; AID 504845; note: potency is the fitted concentration of half-maximal effect; % is set by controls: 0 for no effect and ±100 for the full control effect; nearly all actives have a fitted effect of over 75% in size; some results filed as inactive show a strong effect at the top dose
Target sequence (P49798 whole entry, looked up): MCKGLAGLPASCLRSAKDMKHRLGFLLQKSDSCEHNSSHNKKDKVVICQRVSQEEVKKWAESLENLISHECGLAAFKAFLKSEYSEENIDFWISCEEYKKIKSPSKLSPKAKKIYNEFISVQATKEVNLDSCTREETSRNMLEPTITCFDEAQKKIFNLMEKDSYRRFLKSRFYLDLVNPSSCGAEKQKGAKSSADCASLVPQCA
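MLSMR compounds (23 nl, pin-transferred) preincubated 10 min at room temperature with a 500nM (2x) first reagent, then RGS4 at 900nM (2x) plus Transcreener GDP mix added; fluorescence polarization (620/688 nm) read before and after 90 min at 30 °C.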
ERG Ets-DNA blk: ERG Ets/DNA interaction inhibition. fluorescence polarization, His-ERG Ets domain / labelled DNA. Potency, µM (titrated, usually from 76.9 µM), for inactives: at the top dose FP activity, negative = inhibition, actives largely listed as inhibitors. hit rate 0.028% among 370,000. AID 624246; active = well fitted inhibition curve with a large enough effect in the polarisation, with a control signal flat; inconclusive = small, poorly fitted or top-dose-only effect, or effect the other way, or a change in a side signal; inactive = no such curve, though single readings can be large or run the other way; the % refers to the polarisation;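 note: polarization taken with two DNA probes labelled with fluorescein and Texas red; potency is the fitted concentration of half-maximal effect; % of control where 0% means no effect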
Target sequence (P11308 whole entry, looked up, the tested form may be a part): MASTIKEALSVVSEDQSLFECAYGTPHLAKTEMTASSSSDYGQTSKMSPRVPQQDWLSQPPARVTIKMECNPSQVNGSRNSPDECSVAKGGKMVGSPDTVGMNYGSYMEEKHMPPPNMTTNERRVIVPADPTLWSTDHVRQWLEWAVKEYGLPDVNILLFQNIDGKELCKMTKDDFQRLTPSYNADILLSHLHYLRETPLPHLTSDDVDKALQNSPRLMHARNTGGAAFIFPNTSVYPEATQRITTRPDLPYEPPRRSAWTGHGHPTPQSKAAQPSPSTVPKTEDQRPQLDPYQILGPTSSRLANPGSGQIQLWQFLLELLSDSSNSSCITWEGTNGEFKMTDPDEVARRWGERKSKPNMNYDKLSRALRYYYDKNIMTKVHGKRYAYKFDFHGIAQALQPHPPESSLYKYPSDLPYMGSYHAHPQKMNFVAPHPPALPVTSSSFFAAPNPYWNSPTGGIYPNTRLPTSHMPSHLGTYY
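His-tagged ERG Ets domain (1 uM in the protein solution; 300mM KCl, 50mM Tris-HCl, 1mM EDTA, 1mM DTT, pH 7.5) received compound, then a probe mix of 5 nM fluorescein-DNA and 100nM Texas-615-DNA. Fluorescence polarization was read for both dyes.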
HP1b chromo inh: inhibitors of HP1-beta chromodomain binding to methylated histone tails; AlphaScreen HP1-beta / biotin-H3K9me3 peptide binding; Potency, µM (series often up to 114 µM), inactives show at the highest dose activity change, negative = inhibition, most hits filed as inhibitors; hit rate 0.56% among 390,000; AID 540317; note: potency is the fitted concentration of half-maximal effect; nearly all actives have a fitted effect of over 70% in size; inactives centre near 23
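AlphaScreen: HP1-beta (50 nM) preformed 30 min with biotin-H3(1-18)K9me3 peptide (50 nM) in PBS pH 7.4, 0.01% Tween-20. Compound added for 30 min at RT, then streptavidin donor/nickel chelate acceptor beads (10 ug/mL) for 30 min.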
GLS inhibitor: blocks human kidney-isoform glutaminase activity; O94925; GLS enzymatic activity, qHTS titration; Potency, µM (top dose mostly 45.5 µM), without a hit: at the top dose activity change, negative = inhibition, actives largely listed as inhibitors; hit rate 0.21% among 410,000; AID 624170; note: potency is the fitted concentration of half-maximal effect; % is set by controls: 0 for no effect and ±100 for the full control effect
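Glutamate formation by hKGA was monitored fluorometrically using coupled glutamate oxidase, HRP and Amplex Red. Substrate was added as 1 mM L-glutamine solution; incubation was 30 min at RT after an initial read.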
JMJD2A Tudor inh: inhibitors of human JMJD2A Tudor domain; Potency, µM (top dose mostly 114 µM), without a hit: at the highest dose activity change, negative = inhibition, actives largely listed as inhibitors; AlphaScreen JMJD2A-Tudor / H3K4me3 peptide binding; AID 504339; hit rate 4.4% among 390,000; O75164; note: potency is the fitted concentration of half-maximal effect; % is set by controls: 0 for no effect and ±100 for the full control effect; nearly all actives have a fitted effect of over 50% in size
ALOX12 inh: ALOX12 (human) lipoxygenase inhibition; P18054; purified 12hLO, xylenol orange hydroperoxide absorbance; Potency, µM (titrated, usually from 108 µM), for inactives: at the top dose activity change, negative = inhibition, hits mostly inhibitors; hit rate 1.1% among 580,000; AID 1671190; note: potency is the fitted concentration of half-maximal effect; % is set by controls: 0 for no effect and ±100 for the full control effect
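Hydroperoxide product was detected by ferrous iron/xylenol orange as the 573 to 405 nm absorbance ratio. Arachidonic acid at 40 uM (final) was turned over for 30 min at room temperature by 150 nM human 12hLO, pH 7.0 Hepes buffer, after 15 min compound preincubation.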
PI4K2A block: blocks human PI4K2A kinase activity | Q9BTU6 | activity change, negative = inhibition, % at 76.9 µM | AID 1346378 | purified PI4K2A, ADP-Glo luminescence, 1 h; active compounds read low | hit rate 0.13% among 420,000; in the data active = activity change below about -50%; inconclusive = mostly about -30% to -49%;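 note: -100% = wells without enzyme as full effect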
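In this quantitative HTS, ADP production by PI4K2A was quantified luminescently after 1 h at ambient temperature; 100 microM adenosine served as plate-quality control.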
G9a inh: G9a (human) methyltransferase inhibition; Potency, µM (doses to about 102 µM), for inactives: top-dose activity, negative = inhibition, usual class: inhibitors; hit rate 8.8% among 350,000; Q96KQ7; G9a H3K9 monomethylation, AlphaScreen, 2 h; AID 504332; note: potency is the fitted concentration of half-maximal effect; % is set by controls: 0 for no effect and ±100 for the full control effect; nearly all actives have a fitted effect of over 75% in size
Target sequence (Q96KQ7 913-1193 limits assumed): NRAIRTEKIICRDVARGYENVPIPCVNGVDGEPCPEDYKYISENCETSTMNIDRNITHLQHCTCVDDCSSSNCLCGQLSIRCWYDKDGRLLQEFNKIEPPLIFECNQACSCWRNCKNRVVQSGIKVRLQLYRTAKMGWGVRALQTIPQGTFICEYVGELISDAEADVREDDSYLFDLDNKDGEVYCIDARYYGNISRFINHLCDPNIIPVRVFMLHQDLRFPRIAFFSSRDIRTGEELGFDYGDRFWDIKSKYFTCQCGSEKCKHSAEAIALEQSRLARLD
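AlphaScreen read-out: biotin-H3K9 peptide (500 nM) methylation by 20 nM enzyme with 20 uM SAM, 2 h at room temperature after 15 min compound preincubation; anti-monomethyl H3K9 antibody plus donor/acceptor beads, 10 min dark.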
Numbers without * were called inactive; ? = inconclusive; · = no result given; & = joins results of further samples; [ ] = remark or other dose. Unless noted, calls come from the whole dose curve; as a rule, active = well fitted curve in the direction sought with a large enough effect; inconclusive = small, poorly fitted or top-dose-only effect, or another doubt; inactive = no such curve, though single readings can be large; an effect the other way counts as inactive or inconclusive.

SMILES	BAZ2B block	RGS4 inhibitor	ERG Ets-DNA blk	HP1b chromo inh	GLS inhibitor	JMJD2A Tudor inh	ALOX12 inh	PI4K2A block	G9a inh
CC(=O)C1=C(O)CC(c2ccccc2)CC1=NCCc1ccccc1 (stereo not drawn)	11%	-5%	-9%	27%	-5%	-8%	3%	2	42%
COC(=O)c1onc(-c2c(Cl)cccc2Cl)c1C(=O)OC	6%	-15%	5%	40%[activator]	2%	-1%	-3%	0	17%
C/C(=N\OC(=O)c1c(-c2ccccc2Cl)noc1C)c1nccs1	-2%	-6%	-1%	24%	5%	-4%	0%	-1	-1%
COc1cc2[nH]c(=O)n(CCCC(=O)NCCc3ccccc3)c(=O)c2cc1OC	6%	-15%	-3%	10%	7%	-22%	0%	1	0%[2.33 µM]
CCN(CC)S(=O)(=O)c1ccc(N2CCCC2)c(C(=O)OCC(=O)Nc2cc(C)on2)c1	-30%	22%	10%	16%	-3%	-31%	-27%	7	-4%
O=C(O)CS(=O)(=O)c1ccc(Oc2ccc(S(=O)(=O)CC(=O)O)cc2)cc1	-3%	12%	4%	25%	-2%	-2%	27%	3	?
CC(=O)Oc1ccc2c(=O)c(-c3nc4ccccc4s3)coc2c1	-15%	-4%	-6%	16%	18%	7%	22%	-2	-28%
CC(=O)Nc1ccc(S(=O)(=O)NC2(C(F)(F)F)NC(=O)N(Cc3ccccc3)C2=O)cc1 (stereo not drawn)	-11%	-18%	8%	42%	1%	0%	415%[activator]	1	3%

(cont.)
SMILES	BAZ2B block	RGS4 inhibitor	ERG Ets-DNA blk	HP1b chromo inh	GLS inhibitor	JMJD2A Tudor inh	ALOX12 inh	PI4K2A block	G9a inh
CCOC(=O)c1cnc(-n2nc(C)cc2C)nc1Nc1ccc(OC)cc1	-9%	4%	6%	12%	-15%	?	?	0	?
COc1ccc(CNC(=O)CN(CC2CCCO2)C(=O)CNS(=O)(=O)c2ccccc2)cc1 (stereo not drawn)	-3%	2%	4%	43%[activator]	1%	-9%	-21%	4	·
Nc1nc2c(nnn2Cc2ccc(Cl)c(Cl)c2)c(=O)[nH]1	·	-2%	3%	34%	-3%	-3%	13%	1	·
COc1ccc(CCNC(=O)COC(=O)c2cc(OC)c(OC)cc2OC)cc1	-11%	2%	-2%	31%	-2%	-11%[57.1 µM]	11%	-1	3%
Cc1ccc(S(=O)(=O)CCc2nnc(N)s2)cc1	-16%	27%	-2%	33%[activator]	3%	-7%	0%	-2	4%
COc1ccc(-c2noc(CCC(=O)Nc3ccccc3Cl)n2)cc1OC	0%	12%	7%	18%	1%	-12%	-5%	-2	?
COc1ccc(C2=NC(C(F)(F)F)(C(F)(F)F)c3c(n(C)c(=O)n(C)c3=O)N2)cc1	2%	-10%	1%	40%[activator]	-7%	-12%	-3%	3	-35%
CCCOc1ccc(C(=O)Nc2ccc3oc(-c4cccc(Cl)c4Cl)nc3c2)cc1	3%	1%	10%	37%	-7%	-2%	-23%	1	-30%[59 µM]

3 of the compounds above, with two lines to a compound:
Results follow in this order: BAZ2B block	RGS4 inhibitor	ERG Ets-DNA blk	HP1b chromo inh	GLS inhibitor	JMJD2A Tudor inh	ALOX12 inh	PI4K2A block	G9a inh
- O=C(O)CS(=O)(=O)c1ccc(Oc2ccc(S(=O)(=O)CC(=O)O)cc2)cc1
→ -3%	12%	4%	25%	-2%	-2%	27%	3	?
- CC(=O)Oc1ccc2c(=O)c(-c3nc4ccccc4s3)coc2c1
→ -15%	-4%	-6%	16%	18%	7%	22%	-2	-28%
- CC(=O)Nc1ccc(S(=O)(=O)NC2(C(F)(F)F)NC(=O)N(Cc3ccccc3)C2=O)cc1 (stereo not drawn)
→ -11%	-18%	8%	42%	1%	0%	415%[activator]	1	3%

Next section:
SMILES	BAZ2B block	RGS4 inhibitor	ERG Ets-DNA blk	HP1b chromo inh	GLS inhibitor	JMJD2A Tudor inh	ALOX12 inh	PI4K2A block	G9a inh
CCCCCC(=O)Nc1nnc(CCc2ccccc2)s1	-15%	-2%	0%	46%[activator]	-4%	-3%	61%[activator]	3	4%[0.501 µM]
CCOC(=O)c1cnc2c(-c3ccccc3)c(C)nn2c1N	?	24%	-3%	33%	15%	-13%	-12%	-3	13%
CCc1ccc(N(CC(=O)NCc2ccc(F)cc2)C(=O)c2csnn2)cc1	-18%	11%	1%	37%	-3%	-8%	-15%	-4	-8%
CC1=C(C(=O)Nc2ccc(C)cc2C)C(c2cccs2)n2nc(SCc3cccc(C)c3)nc2N1 (stereo not drawn)	?	18%	1%	26%	-7%	-12%	-20%	-11	-4%[59 µM]
CCOCCCNC(=O)/C(C#N)=C/c1ccc([N+](=O)[O-])o1	-25%	-36%	37%[activator]	8%	2%	-16%	-23%	-3	?
CC(OC(=O)c1c(F)cccc1F)C(=O)NCCC1=CCCCC1 (stereo not drawn)	·	-1%	1%	16%[57 µM]	4%	8%	?	1	·
COc1cc(NC(=O)CCS(=O)(=O)c2ccc3nc(C)sc3c2)cc(OC)c1OC	-1%	18%	9%	26%	-1%	-10%	-9%	2	·
CCc1ccc2oc(=O)cc(CN3CCCCC3)c2c1	6%	-8%	-2%	36%	9%	-1%	0%&1%	5	-15%

Arranged by the number under G9a inh (highest first): some entries from above
SMILES	BAZ2B block	RGS4 inhibitor	ERG Ets-DNA blk	HP1b chromo inh	GLS inhibitor	JMJD2A Tudor inh	ALOX12 inh	PI4K2A block	G9a inh
CCOC(=O)c1cnc2c(-c3ccccc3)c(C)nn2c1N	?	24%	-3%	33%	15%	-13%	-12%	-3	13%
CCc1ccc(N(CC(=O)NCc2ccc(F)cc2)C(=O)c2csnn2)cc1	-18%	11%	1%	37%	-3%	-8%	-15%	-4	-8%
CCc1ccc2oc(=O)cc(CN3CCCCC3)c2c1	6%	-8%	-2%	36%	9%	-1%	0%&1%	5	-15%

The listing continues.
SMILES	BAZ2B block	RGS4 inhibitor	ERG Ets-DNA blk	HP1b chromo inh	GLS inhibitor	JMJD2A Tudor inh	ALOX12 inh	PI4K2A block	G9a inh
COc1ccc(C2N(C(=O)c3ccccc3)CCN2C(=O)c2ccc(C)cc2)cc1 (stereo not drawn)	6%	-10%	·	-12%	2%	-14%	16%	-4	-12%
Cc1cccc(-n2ncc3c(=O)[nH]c(SCC(=O)N4CC(=O)Nc5ccccc54)nc32)c1	10%	23%	9%	24%	5%	-15%	0%	-3	12%[12.7 µM]
COc1cc(C(=O)Oc2c(CN3CCOCC3)cc(Cl)c3cccnc23)cc(OC)c1OC	20µM*	-8%	-3%	17%	-12%	56µM*	·	-21	-16%
CCOc1ccc(-c2nnc(SCC(=O)N3CCNC3=O)o2)cc1	7%	-15%	2%	32%[activator]	-1%	5%	15%	-13	-2%[12.7 µM]
COc1cccc(CNC(=O)Cc2ccc(Br)cc2)c1	0%	-5%	4%	44%[activator]	0%	11%	-13%	-1	41%[59 µM]
CS(=O)(=O)n1nc(C(=O)N2CCOCC2)nc1N	-5%	-6%	22%	34%	-2%	-6%	-11%	-15	-10%
O=c1c2cc(F)ccc2sn1-c1ccc(F)cc1	10µM*	-127%	-21%	-4%	10µM*	20µM*	·	-12	7%[0.501 µM]
Cc1ccccc1NS(=O)(=O)c1cc2c3c(c1)C(C)C(=O)N3CCC2 (stereo not drawn)	-4%	0%	-4%	41%[activator]	6%	-12%	7%	-3	·

(more compounds)
SMILES	BAZ2B block	RGS4 inhibitor	ERG Ets-DNA blk	HP1b chromo inh	GLS inhibitor	JMJD2A Tudor inh	ALOX12 inh	PI4K2A block	G9a inh
O=C(COc1ccccc1-c1ccccc1)N/N=C/c1ccccn1	-15%	7%	5%	25%	-1%	-22%	8%	3	-1%
CC#CC(=O)N1CCCC(Cc2cccc(OC)c2)(C(=O)OCC)C1 (stereo not drawn)	2%	-5%	1%	23%	1%	-3%	-3%	2	·
CCNC(=O)/C(C#N)=C/c1c(N2CCN(C)CC2)nc2c(C)cccn2c1=O	5%	0%	5%	10%	-11%	1%	?	-15	-25%
Cc1ccc(Oc2nc3c(c(=O)n(C)c(=O)n3C)n2C)cc1C	-21%	0%	5%	48%[activator]	3%	-15%	-10%	-3	5%
COc1cc(OC)cc(C(=O)Nc2ccc3oc(-c4ccccc4C)nc3c2)c1	-3%	5%	5%	6%	-1%	-16%	-12%	0	14%[59 µM]
COc1ccc(CNC(=O)CSc2nnc(C3CC3)n2C2CC2)cc1	-4%	21%	6%	24%	1%	-4%	3%	-4	26%[12.7 µM]

Gathered by group, those above with a CF3 group.
SMILES	BAZ2B block	RGS4 inhibitor	ERG Ets-DNA blk	HP1b chromo inh	GLS inhibitor	JMJD2A Tudor inh	ALOX12 inh	PI4K2A block	G9a inh
CC(=O)Nc1ccc(S(=O)(=O)NC2(C(F)(F)F)NC(=O)N(Cc3ccccc3)C2=O)cc1 (stereo not drawn)	-11%	-18%	8%	42%	1%	0%	415%[activator]	1	3%
COc1ccc(C2=NC(C(F)(F)F)(C(F)(F)F)c3c(n(C)c(=O)n(C)c3=O)N2)cc1	2%	-10%	1%	40%[activator]	-7%	-12%	-3%	3	-35%

This is a subset. The share of hits here may be higher or lower than overall.
